Compound activity deposited in PubChem by Johns Hopkins Ion Channel Center.
MrgX1 allo act: positive allosteric modulators of MrgX1, primary screen, HEK293 cells, Fluo-4 calcium flux. FDSS; stronger effect = higher value. B-score at 10 µM. hit rate 0.63% among 310,000. AID 588675, 2011;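 active = plate-corrected calcium response at least 3 library SD above typical, normal starting fluorescence, not activating the receptor alone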;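 also: compound read alongside a low EC10 to EC30 dose of BAM8-22 agonist; peak minus trough fluorescence over baseline measured at the second addition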
Target sequence (Q96LB2 whole entry, looked up): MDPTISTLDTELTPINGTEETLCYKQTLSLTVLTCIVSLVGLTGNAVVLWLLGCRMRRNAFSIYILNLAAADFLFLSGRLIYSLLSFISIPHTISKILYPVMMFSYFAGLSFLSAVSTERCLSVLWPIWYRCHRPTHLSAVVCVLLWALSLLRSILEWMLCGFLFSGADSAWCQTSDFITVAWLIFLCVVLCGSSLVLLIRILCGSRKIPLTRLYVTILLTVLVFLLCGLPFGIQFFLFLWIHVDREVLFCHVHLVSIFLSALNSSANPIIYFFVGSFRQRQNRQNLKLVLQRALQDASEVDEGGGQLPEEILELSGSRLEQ
MrgX1 antag: antagonists of human MrgX1 receptor, primary screen, HEK293 cells, Fluo-4 calcium flux. B-score at 10 µM. BAM8-22 antagonism; stronger effect = lower value. Mas-related G-protein coupled receptor member X1 (Homo sapiens), Q96LB2. hit rate 1.3% among 310,000;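 active = calcium-response B-score plate-corrected more than 3 library SD below zero, starting fluorescence within 5 deviations, no agonist response on first addition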;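 also: peak minus trough fluorescence over baseline after final BAM8-22 challenge near maximal dose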
MrgX1 ag: agonists of human MrgX1 receptor, primary screen, HEK293 cells, Fluo-4 calcium flux | Mas-related G-protein coupled receptor member X1 (Homo sapiens), Q96LB2 | Fluo-4 calcium fluorescence, agonist mode; stronger effect = higher value | B-score at 10 µM | hit rate 0.44% among 310,000;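 active = calcium response B-score plate-corrected fluorescence ratio at least 3 library SD, with starting fluorescence B-score inside 5 SD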
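Test system: HEK293 cells stably expressing human MrgX1 receptor; Input: fifteen thousand cells per well; Dosing: compound delivered in addition one of three; Schedule: overnight seeding, then 1 h dark dye loading; Technique: Fluo-4 NW calcium fluorescence; Measure: B-scored fluorescence response ratio; Controls: positive and negative controls per plate.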
Starred values were filed as active, the others as inactive; i = inactive.

nr	canonical_smiles	MrgX1 allo act	MrgX1 antag	MrgX1 ag
1	CCC1=C(OC(=O)N(CC)CC)N2C(=O)OC(=NCC3CC3)[C@]2(C)[C@H]2C1=CC[C@H]1C(=O)N(CC(=O)OC)C(=O)[C@H]12	i	i	i
2	COC(=O)c1nn(-c2ccccc2)c(Sc2ccc(Br)cc2)c1/C=N/O	i	i	i
3	COc1ccc(NC(=O)c2nc[nH]c2C(=O)NCCCCCNC(=O)OC(C)(C)C)cc1	i	i	i
4	CO[C@@]12[C@H](COC(N)=O)C3=C(C(=O)C(C)=C(N)C3=O)N1C[C@@H]1N[C@@H]12	i	i	i
5	COC(=O)c1cc(-c2ccccc2)n(CC(=O)O)c1C	i	i	i
6	CC(C)(C=O)Cc1cc(C(C)(C)C)c(O)c(C(C)(C)C)c1	i	i	i
7	O=C(NCCCO)Nc1ccc2nc(-c3ccco3)c(-c3ccco3)nc2c1	i	i	i
8	CCOC(=O)c1c(NC(=S)Nc2ccccc2)sc2c1CCN(CCc1ccccc1)C2	i	-5*	i
9	CCC(=O)OC1(C(=O)CCl)[C@@H](C)C[C@H]2[C@@H]3CCC4=CC(=O)C=C[C@]4(C)[C@@]3(F)[C@@H](O)C[C@@]21C (stereo partly drawn)	i	i	i
10	O=C(Cc1cccs1)Nc1cccc(C(=O)Nc2ccco2)c1	i	i	i
11	CCCCCCC[N+](CC)(CC)CCCCc1ccc(Cl)cc1	i	i	i
12	OCC[C@H]1C[C@@H](O)[C@H](O)[C@@]2(CCCc3ccccc3O2)O1	i	i	i
13	O=c1cc(-c2ccccc2)nc(N2CCN(Cc3ccc4c(c3)OCO4)CC2)[nH]1	i	i	i
14	CCN[C@H]1CN(CCCOC)S(=O)(=O)c2sc(S(N)(=O)=O)cc21	i	i	i
15	O=C(CSc1nc2ccccc2o1)c1ccc2c(c1)OCCO2	i	i	i
16	O=C(/C=C(\O)c1ccc(Cl)cc1)C(=O)NNC(=O)C(O)(c1ccccc1)c1ccccc1	i	i	i
17	O=C1CC(NCc2ccc3c(c2)OCO3)C(=O)N1Cc1ccc2c(c1)OCO2 (stereo not drawn)	i	i	i
18	c1ccc(NC2=NCCN2CC2CCC2)cc1	i	i	i
19	CCOC(=O)[C@H]1[C@H]2COc3ccc(OC)cc3[C@@H]2N2C(=O)c3cc(C)ccc3NC(=O)[C@@]12C	i	i	i
20	CS(=O)(=O)C1=NSC2=NC(=O)/C(=C\c3ccc(-c4ccccc4)o3)C(=N)N21	i	i	i
21	CCN(CC)C(=O)c1ccc(C(=O)Nc2ccc(F)cc2)cc1	i	i	i
22	CC(C)C(NS(=O)(=O)c1ccc2c(c1)oc(=O)n2C)C(=O)N1CCN(c2ccccc2F)CC1 (stereo not drawn)	i	i	i
23	COc1cccc(C2/C(=C(\O)c3ccc4c(c3)OCCO4)C(=O)C(=O)N2CCN(C)C)c1 (stereo not drawn)	i	i	i
24	COc1ccc2c(c1)[C@H]1[C@H](CO2)[C@H](c2ccccc2)[C@]2(C)C(=O)Nc3cc(OC)c(OC)cc3C(=O)N12	i	i	i
25	Cc1ccccc1CNC(=O)Nc1cccs1	i	i	i
26	Cc1ccc2c(C(=O)CN3CCC4(CC3)OCCO4)c(C)[nH]c2c1	i	i	i
27	CCOC(=O)c1ncn2c1[C@@H]1CCNC1C(=O)c1cc(OC)ccc1-2 (stereo partly drawn)	i	i	i
28	COC(=O)[C@H]1C[C@@H](c2ccccc2)[C@H](C)C1(C)C	i	i	i
29	CCC(C)N1C(=O)C2C(C(=O)Nc3cccc(OC)c3)C3C=CC2(O3)C1C(=O)NC1CCCCC1C (stereo not drawn)	i	i	i
30	O=C(Nc1nnc(CCS(=O)(=O)c2ccc(Br)cc2)s1)c1ccc([N+](=O)[O-])cc1	i	i	i
31	CC(=O)Nc1ccc(C2=NNC(=NCC3CCCO3)SC2)cc1 (stereo not drawn)	i	i	i
32	COc1ccc(C2CC(=O)C3=C(C2)Nc2ccccc2NC3c2coc3ccccc3c2=O)cc1OC (stereo not drawn)	i	i	i
33	CCN1CCCC(OC(=O)C(c2ccccc2)c2ccccc2)C1 (stereo not drawn)	i	i	i
34	CCOc1ccc(OCC)c(NC(=O)CN2CCN(c3cccc(C)c3C)CC2)c1	i	i	i
35	O=C(Nc1ccccc1)c1ccc(-c2ccccc2C(F)(F)F)o1	i	i	i
36	Clc1ccc(-n2nnnc2-c2ccccc2)cc1	i	i	i
37	COc1ccccc1C(=O)Nc1ccc2c(c1)nc1n2CCSC1	i	i	i
38	CCCCC1(COC(=O)CCC(=O)O)C(=O)N(c2ccccc2)N(c2ccccc2)C1=O	i	i	i
39	CC(=O)N1CCc2cc(S(=O)(=O)NC3CCCc4ccccc43)ccc21 (stereo not drawn)	i	i	i
40	CC(C)CCN1C(N(C)C)=NC[C@@H]1C	i	i	i
41	O=C(c1ccccc1)c1c2c(cc3sc4ccccc4[n+]13)-c1cccc3cccc-2c13	i	-8.8*	i
42	COC(=O)c1cn[nH]c1N	i	i	i
43	CCC1C/C(=C/c2ccco2)C(=O)/C(=C/c2ccco2)C1 (stereo not drawn)	i	i	i
44	C=CCn1cc(C(=O)NCC2CCCO2)c(=O)c2cc(S(=O)(=O)N3CCCCCC3)ccc21 (stereo not drawn)	i	i	i
45	Cc1ccc(C2NC(=O)NC3=C2CCc2ccccc23)cc1 (stereo not drawn)	i	i	i
46	O=C(NCC1CCCO1)c1nn2c(c1Cl)NC(c1ccc(F)cc1)CC2C(F)(F)F (stereo not drawn)	i	i	i
47	CC(=O)N1CCc2cc(S(=O)(=O)NCCC(=O)NC3CCN(Cc4ccccc4)CC3)ccc21	i	i	i
48	O=C(Nc1ccc2c(c1)CCC2)c1cnn2c1NC(c1ccco1)CC2C(F)(F)F (stereo not drawn)	i	i	i
49	O=C(Cc1cccs1)Nc1ccc(S(=O)(=O)N2CCCCC2)cc1	i	i	i
50	COC(=O)[C@@]1(Cc2ccc(F)cc2)[C@H]2c3cc(C(=O)N(C)C)n(Cc4nc5ccccc5[nH]4)c3C[C@H]2CN1C(=O)c1ccccc1	i	i	i

(more compounds)
nr	canonical_smiles	MrgX1 allo act	MrgX1 antag	MrgX1 ag
51	CCOC(=O)c1c(NCc2ccc3c(c2)OCO3)c2ccccc2[nH]c1=O	i	i	i
52	CSC1=NSC2=NC(=O)/C(=C\c3coc4ccccc4c3=O)C(=N)N12	i	i	i
53	CCOCCCNC(=O)C(NC(=O)CC1NC(=O)NC1=O)c1ccc(Cl)cc1 (stereo not drawn)	i	i	i
54	O=C1NCCn2nc3ccccc3c21	i	i	i
55	O=C(Nc1ccc(Cl)c(C(F)(F)F)c1)c1ccco1	i	i	i
56	CCCC(c1nnnn1CCc1ccccc1)N1CCN(C2CCCC2)CC1 (stereo not drawn)	i	i	i
57	O=c1c2c(O)cc(O)cc2oc2ccc(O)c(O[C@@H]3O[C@H](CO)[C@@H](O)[C@H](O)[C@H]3O[C@H]3O[C@H](CO)[C@@H](O)[C@H](O)[C@H]3O)c12	i	i	i
58	CCOC(=O)[C@H]1[C@H]2COc3ccc(Cl)cc3[C@@H]2N2C(=O)c3cc(OC)ccc3NC(=O)[C@@]12C	i	i	i
59	CC[C@H](C)[C@@H]1NC(=O)c2cc([N+](=O)[O-])cc(I)c2SC[C@@H](C(N)=O)NC(=O)[C@H](CCCCN)NC1=O	i	-6.6*	i
60	Cc1cc(C)cc(NC(=O)N2CCCC2C(=O)Nc2ccc(-n3cnnn3)cc2)c1 (stereo not drawn)	i	i	i
61	CCN=c1scc(-c2cccs2)n1/N=C/c1cc(OC)ccc1O	i	i	i
62	CC(C)N1CCN(c2ccc(OC[C@H]3CO[C@](Cn4cncn4)(c4ccc(Cl)cc4Cl)O3)cc2)CC1	i	i	i
63	O=C(CSc1nc(-c2ccccc2)cc(=O)[nH]1)N1CCc2ccccc21	i	i	i
64	C=CCN(CC=C)S(=O)(=O)c1ccc2nc(NC(=O)C(C)C)sc2c1	21*	i	i
65	CCCCN1C(Nc2ccccc2)=NC[C@@H]1CC(C)C	i	i	i
66	COc1ccc([C@H]2[C@H](C(=O)C(C)(C)C)N3N=Cc4ccccc4C3[C@]23N=C(c2ccccc2)OC3=O)cc1OC (stereo partly drawn)	i	i	i
67	O=C(N/C(=N\O)c1ccccc1)Nc1ccc(Cl)cc1	i	i	i
68	Cc1ccc(-c2nc(CN(C)C)cc(CN(C)C)c2O)cc1	i	i	i
69	Cc1cccc(NC(=O)CSc2nc3ccc(NC(=O)CSc4nnnn4-c4ccccc4)cc3s2)c1C	i	i	i
70	CN(C)C1=NC[C@H](Cc2ccccc2)N1CCc1ccc(F)cc1	i	i	i

Next section, overlapping the part above by six compounds.
nr	canonical_smiles	MrgX1 allo act	MrgX1 antag	MrgX1 ag
65	CCCCN1C(Nc2ccccc2)=NC[C@@H]1CC(C)C	i	i	i
66	COc1ccc([C@H]2[C@H](C(=O)C(C)(C)C)N3N=Cc4ccccc4C3[C@]23N=C(c2ccccc2)OC3=O)cc1OC (stereo partly drawn)	i	i	i
67	O=C(N/C(=N\O)c1ccccc1)Nc1ccc(Cl)cc1	i	i	i
68	Cc1ccc(-c2nc(CN(C)C)cc(CN(C)C)c2O)cc1	i	i	i
69	Cc1cccc(NC(=O)CSc2nc3ccc(NC(=O)CSc4nnnn4-c4ccccc4)cc3s2)c1C	i	i	i
70	CN(C)C1=NC[C@H](Cc2ccccc2)N1CCc1ccc(F)cc1	i	i	i
71	COc1ccccc1CN(C(=O)CCl)C(C(=O)NC1CCCCC1)c1ccncc1 (stereo not drawn)	i	i	i
72	Cc1nn(-c2ccccc2)c(Oc2ccc(F)cc2)c1/C=N/n1cnnc1	i	i	i
73	O=C(Nc1ccc(Cl)c(Cl)c1)c1ccccc1	8*	i	i
74	COc1cccc(NC(=S)N(CCc2c(C)[nH]c3ccccc23)Cc2cccs2)c1	i	i	i
75	COc1ccc(S(=O)(=O)CCC(=O)Nc2c(C)n(C)n(-c3ccccc3)c2=O)cc1	i	i	i
76	Cc1csc(SCC(=O)Nc2cccc3nsnc23)n1	i	i	i
77	CN(CCCCCCCCCCN(C)C(=O)Oc1cccc([N+](C)(C)C)c1)C(=O)Oc1cccc([N+](C)(C)C)c1	i	i	i
78	COC(=O)[C@H]1[C@H]2C[C@@H]3c4[nH]c5cc(OC)ccc5c4CCN3C[C@H]2C[C@@H](OC(=O)/C=C/c2cc(OC)c(OC)c(OC)c2)[C@@H]1OC	i	i	i
79	CCOC(=O)[C@H]1[C@H]2COc3ccc(Cl)cc3[C@@H]2N2C(=O)c3cc(F)c(F)cc3NC(=O)[C@@]12C	i	i	i
80	CCC(C)N1CCC2(CC1)N=c1c(c3c4c5c(C)c(O)c3c(O)c1=NC(=O)C(C)=CC=C[C@H](C)[C@H](O)[C@@H](C)[C@@H](O)[C@@H](C)[C@H](OC(C)=O)[C@H](C)[C@@H](OC)C=CO[C@@](C)(O5)C4=O)N2 (stereo partly drawn)	i	i	i
81	N/C(=N/OCc1cccc([N+](=O)[O-])c1)c1nonc1N	i	i	i
82	O=c1[nH]c2cc3c(cc2cc1C(c1nnnn1C1CCCCC1)N1CCSCC1)OCCO3 (stereo not drawn)	i	i	i
83	C[C@@H](C(=O)NCc1ccc(S(C)(=O)=O)cc1)[C@@H]1C[C@@]1(C)[C@@H](NC(=O)OCc1ccccc1)c1ccccc1	i	i	i
84	CC(C)C[C@H]1CN=C(Nc2ccccc2)N1CC1CCC(C(C)(C)C)CC1 (stereo partly drawn)	6.9*	i	i
85	CCOCCCn1c(=N)c(C(=O)NCCN2CCOCC2)cc2c(=O)n3cccc(C)c3nc21	i	i	i
86	O=C(c1ccccc1-c1nc2ccccc2[nH]1)N1CCCCC1	i	i	i
87	CC1(C)C[C@H](O)[C@]2(CO)CC[C@]3(C)C(=CCC4[C@@]5(C)CC[C@H](O)C(C)(C)C5CC[C@]43C)[C@@H]2C1 (stereo partly drawn)	i	i	i
88	C#CCOCCOCCOCCNc1nc(N2CCN(C(=O)CCCCCCCCCCNC(=O)[C@H](CCC(=O)O)n3cc(CCCCCN)nn3)CC2)nc(N2CCN(C(=O)CCCCCCCCCCNC(=O)[C@@H]([C@H](C)O)n3cc(C)nn3)CC2)n1	i	i	i
89	C/C(Cl)=C/Cn1c(SC(C)C)nc2c1c(=O)[nH]c(=O)n2C	i	i	i
90	COC(=O)CNc1nc(-c2cccnc2)nc2ccccc12	i	i	i
91	COCCn1c(=S)[nH]c2cc(C(=O)N3CCN(c4ccccc4OC)CC3)ccc2c1=O	i	i	i

Record cards, as listed above. Order of values: MrgX1 allo act	MrgX1 antag	MrgX1 ag
O=c1[nH]c2cc3c(cc2cc1C(c1nnnn1C1CCCCC1)N1CCSCC1)OCCO3 (stereo not drawn) is entered as i	i	i
COCCn1c(=S)[nH]c2cc(C(=O)N3CCN(c4ccccc4OC)CC3)ccc2c1=O is entered as i	i	i

A portion of the library, so the mix of outcomes need not match the whole.
